esBAF inh: inhibitors of esBAF chromatin remodeling in mouse ES cells; 350,000 compounds, 2% hits; Bmi1-luciferase knock-in reporter, 24 h; 100% = twice the neutral-well signal; AID 602393; reporter increase, % at 12.5 µM; in the data active = activation above about 40%; inconclusive = no clear call, values can overlap the other calls;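 note: 0% = median of the plate's neutral control wells and 100% = double that signal; a rise in the Bmi1 reporter signal indicates esBAF inhibition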
E-selectin induc: E-selectin induction on HUVECs. P16581. HUVEC E-selectin immunofluorescence imaging; normalized: neutral wells 0, TNF-alpha wells 100. activation, % at 7.58 µM. 260,000 compounds, 0.37% hits. AID 686992;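 active = mean E-selectin-positive cell signal at least 10% of the positive control, reached in at least 60% of replicates, without over 20% cell loss; inconclusive = no rule given, readout overlaps actives, possibly toxicity-flagged; inactive = the rest, including those meeting only one limit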;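 note: in these data hits start at about 27%; measured in HUVEC primary endothelial cells; signal is the percent of cells scored E-selectin positive by PE staining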
Target sequence (P16581 whole entry, looked up): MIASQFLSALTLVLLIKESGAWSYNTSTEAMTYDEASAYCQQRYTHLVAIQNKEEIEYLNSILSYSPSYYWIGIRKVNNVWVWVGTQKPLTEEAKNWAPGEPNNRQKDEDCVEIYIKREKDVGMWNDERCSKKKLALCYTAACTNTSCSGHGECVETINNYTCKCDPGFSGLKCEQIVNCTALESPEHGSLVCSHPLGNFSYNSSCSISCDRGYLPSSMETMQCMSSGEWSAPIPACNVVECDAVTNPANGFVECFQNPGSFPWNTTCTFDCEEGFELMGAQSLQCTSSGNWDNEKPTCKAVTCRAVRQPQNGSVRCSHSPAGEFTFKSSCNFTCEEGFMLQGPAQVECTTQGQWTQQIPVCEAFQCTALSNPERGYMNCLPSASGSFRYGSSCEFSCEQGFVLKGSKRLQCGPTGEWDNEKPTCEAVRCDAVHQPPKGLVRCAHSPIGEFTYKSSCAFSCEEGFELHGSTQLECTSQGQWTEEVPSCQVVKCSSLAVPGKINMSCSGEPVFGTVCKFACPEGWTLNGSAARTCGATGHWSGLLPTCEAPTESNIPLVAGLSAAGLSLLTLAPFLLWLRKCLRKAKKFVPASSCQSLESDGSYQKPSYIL
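Assay system: HUVEC, human umbilical vein endothelial cells / Amount: 3,000 HUVEC/well / Controls: TNF-alpha positive control, DMSO neutral control / Compound dosing: single concentration / Medium: EGM-2 over gelatin coat / Evaluation: percent E-selectin-positive cells / Signal: immunofluorescence imaging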
EWS-Fli block: blocks EWS/Fli oncoprotein-driven transcription; A673 NR0B1-luciferase reporter, viability-normalised; 350,000 compounds, 0.67% hits; inhibition, % at 12.6 µM;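 active = mean inhibition of at least 50% after viability correction, with every replicate also passing that limit; inconclusive = mean reaches 50% but only one of two replicates passes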;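 note: firefly luciferase signal divided by Alamar Blue viability fluorescence both relative to DMSO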
FN deposit inh: fibronectin deposition inhibition | AH1F fibroblasts, Alexa488-fibronectin deposition fluorescence, overnight | 350,000 compounds, 0.086% hits | AID 743247 | inhibition, % at 12.6 µM;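 active = mean inhibition across replicates of 30% or more, regardless of how many single replicates reach that level; inconclusive = mean under 30% yet at least half of replicates reach 30%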;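 note: positive control wells lacked labelled fibronectin entirely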
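Material – AH1F fibroblast monolayer, labelled fibronectin deposition · Reagent – labelled fibronectin 24 nM · Timing – 1 h adhesion, overnight exposure · Measured by – fluorescence at 485 nm excitation, 525 nm emission · Read-out – inhibition of fibronectin deposition signal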
RAD54 branch: inhibitors of human RAD54 branch migration; Q92698; RAD54 Holliday junction branch migration, FAM/BHQ fluorescence; inhibition, % at 10.4 µM; 360,000 compounds, 0.14% hits;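 active = mean normalized replicate activity at least 40 and at least half of replicates scoring 40 or more; inconclusive = only one of the two criteria met; inactive = mean below 40 and under half of replicates reaching 40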;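 note: 0% = median of neutral control wells and 100% = median of positive control wells; inhibitors cause a drop in the FAM fluorescence signal; in these data hits start at about 50%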
RAD52 anneal inh: RAD52 (human) annealing inhibition. inhibition, % at 18.7 µM. recombinant RAD52 DNA annealing, FRET fluorescence. P43351. AID 651710. 360,000 compounds, 0.46% hits;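 active = every replicate showing at least 50% inhibition; inconclusive = mean inhibition at least 50% but not in every replicate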
S100A4 MyoIIA: inhibitors of human S100A4 binding to myosin IIA peptide; P26447; S100A4/TAMRA-MyoIIA peptide fluorescence polarization; inhibition, % at 10.7 µM; 360,000 compounds, 0.14% hits; AID 652163;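 active = mean inhibition of at least 70% across replicates, with every replicate also reaching that level; inconclusive = mean inhibition reaches 70% but some replicates fall short; inactive = mean inhibition below 70%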
Target sequence (P26447 whole entry, looked up): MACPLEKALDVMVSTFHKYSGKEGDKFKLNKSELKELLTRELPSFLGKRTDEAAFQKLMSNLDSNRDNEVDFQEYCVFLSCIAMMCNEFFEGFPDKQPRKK
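Test system – S100A4 monomer (human) · Compound – single-point compound testing · Schedule – 5 min incubation before reading · Probe or stimulus – TAMRA-labelled myosin IIA heavy-chain peptide probe, 5 nM · Benchmarks – neutral control DMSO, positive control TFP · Medium – Calcium-containing HEPES buffer, pH 7.2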
Xi reactivation: activators of X-chromosome reactivation in mouse fibroblasts; XiGFP mouse fibroblasts, % GFP-positive cells imaging, 3 d; cells co-treated with 5-aza-dC sensitizer; scaled so ellipticine positive control = 100%; activation, % at 7.58 µM; 360,000 compounds, 0.055% hits; AID 743238;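 active = mean normalized replicate activation at least 10% and every replicate at or above 10%; inconclusive = only one of the two criteria met; inactive = mean below 10% and not all replicates reach 10%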;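 note: 0% = median of on-plate neutral control wells and 100% = ellipticine 6 µM median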
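Schedule: 3 d treatment, 15 min room-temperature fixation; system: 68-5-11 XiGFP fibroblast line; buffer or medium: DMEM plus 5-aza-dC sensitizer; control set: ellipticine 6 µM positive control; compound: one concentration, pinned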
* = called active by the depositor; ? = inconclusive; nt = not tested or not shown; & = joins results of further samples.

SMILES | esBAF inh | E-selectin induc | EWS-Fli block | FN deposit inh | RAD54 branch | RAD52 anneal inh | S100A4 MyoIIA | Xi reactivation
COc1cccc(-c2ccc([C@@H]3[C@@H](CO)N4CCCCN(S(=O)(=O)c5cccs5)C[C@@H]34)cc2)c1 | -2 | -0.5 | -6 | nt | -2 | -26 | -8 | 0.1
O=C(CCl)N1N=C(c2ccco2)CC1c1ccco1 (stereo unspecified) | 8 | -10 | 31 | -10 | -14 | -68 | -21 | 0.1
COc1ccc2c(-c3cc4ccc(OCc5ccc(F)cc5)cc4oc3=O)cc(=O)oc2c1 | nt | 0.0 | -6 | -1 | nt | -15 | 1 | 0.1
COCCNc1nc(C)cc(-c2cc(-c3ccc(Cl)cc3)on2)n1 | 8 | -0.2 | -17 | 2 | -3 | -9 | 6 | 0.0
CO[C@@H](CN(C)S(=O)(=O)c1ccc(Cl)cc1)[C@H](C)CN(Cc1ccccc1Cl)[C@H](C)CO | 2 | -0.1 | 6 | -1 | -2 | -1 | -4 | 0.0
CCOC(=O)c1[nH]ncc1CN1CCCC(C(=O)c2cccc(OC(C)C)c2)C1 (stereo unspecified) | -2 | nt | nt | 6 | -7 | nt | nt | 0.0
CCN(CC(=O)Nc1c(F)cccc1F)C(=O)Cc1cccs1 | 1 | 0.5 | 4 | 1 | -1 | 5 | -14 | 0.0
O=C(N/N=C/c1c[nH]c2ccccc12)c1ccncc1 | nt | -1.1 | -6 | 1 | nt | -4 | 3 | 0.0
CCCN1[C@H](C(=O)OC)[C@@H](CO)[C@@H]2Cn3c(ccc(-c4cccc(C(=O)N(C)C)c4)c3=O)[C@@H]21 | nt | 0.1 | -4 | nt | nt | -5 | 3 | 0.3
Cc1cccc(OCC(=O)NNc2c3ccccc3nc3ccccc23)c1 | 3 | nt | -10 | nt | -4 | -3 | -2 | nt
Cc1nn2c(=O)cc(CSc3ccccc3NC(=O)c3ccccc3F)nc2s1 | -8 | nt | -7 | 1 | -2 | -27 | -1 | 0.2
O=S(=O)(NCC(O)c1ccccc1)c1cc(Cl)sc1Cl (stereo unspecified) | -12 | 0.4 | 1 | nt | -3 | -5 | -3 | 0.0
CCc1cccc(NC(=O)COC(=O)c2cc([N+](=O)[O-])ccc2N2CCOCC2)c1 | nt | -0.1 | 6 | 4 | nt | -4 | -2 | 0.1
CCNC(=O)C[C@H]1CC[C@H]2[C@H](COc3ccc(NS(C)(=O)=O)cc3C(=O)N2C)O1 | 0 | 0.0 | -7 | 6 | 5 | 1 | 0 | 0.0
CCOC(=O)c1ccccc1NC1c2ccccc2C(=O)N1C1CCN(C(=O)OCC)CC1 (stereo unspecified) | 2 | nt | -2 | 7 | 9 | -6 | 0 | 0.3
Nc1nc(Sc2ccc([N+](=O)[O-])cc2[N+](=O)[O-])n[nH]1 | 11 | -4.6 | 11 | 4 | nt | 7 | 2 | 0.1
CN(C(=O)CSc1nc2c(cnn2-c2ccccc2)c(=O)[nH]1)C1CCS(=O)(=O)C1 (stereo unspecified) | nt | nt | -8 | -1 | nt | -17 | 6 | -0.1
O=C1c2ccccc2C(=O)N1CCc1c(-c2ccccc2)[nH]c2ccccc12 | 5 | 0.0 | 10 | -2 | 1 | -16 | 0 | -0.1
COc1ccc(C(C(=O)NC(C)(C)C)n2c(=O)c(-c3ccco3)nc3ccccc32)cc1 (stereo unspecified) | nt | 0.5 | -9 | 0 | nt | -19 | -6 | 0.2
CCC(C)N(C(=O)COC(=O)c1cc([N+](=O)[O-])ccc1N1CCOCC1)C1CCS(=O)(=O)C1 (stereo unspecified) | 2 | -0.1 | -2 | 3 | -3 | -15 | -4 | 0.0
C[C@H]1CN([C@@H](C)CO)C(=O)c2ccccc2-c2ccccc2CO[C@H]1CN(C)Cc1cccc2c1OCCCO2 | 6 | -0.3 | -4 | -6 | -3 | 3 | 3 | 0.3
Fc1ccccc1C1CC(c2ccco2)=Nc2ccccc2S1 (stereo unspecified) | 11 | -0.2 | -41 | 3 | nt | 2 | -7 | nt
Cc1ccc(S(=O)(=O)N(C)C[C@H]2OCCCC[C@@H](C)Oc3ccc(N(C)C)cc3C(=O)N([C@H](C)CO)C[C@@H]2C)cc1 | 2&-2 | -0.2 | 4&3 | -4&12 | -18 | -20 | -2 | 0.3&-0.2
Fc1cccc(F)c1-c1nc(-c2ccncc2)no1 | 30 | 3.0 | -71 | -6 | -9 | -7 | 1 | 0.0
COCCCN1C(=O)c2ccc(C(=O)OCC(=O)NCc3cccc(OC)c3)cc2C1=O | -2 | -0.5 | 3 | 11 | 6 | 5 | 0 | -0.1
COc1cc(NC(=O)c2ccccc2OCc2ccccc2)cc(OC)c1OC | -3 | 0.1 | 7 | 4 | 5 | 3 | -1 | 0.0
C[C@H](CO)N1C[C@H](C)[C@H](CN(C)C(=O)c2cc(Cl)cc(Cl)c2)OCc2ccccc2-c2ccccc2C1=O | nt | -0.1 | 4 | -6 | nt | 14 | 4 | -0.1
CN1CCN(CCCNC(=O)c2ccc3c(=O)n(CCc4ccccc4)c(=O)[nH]c3c2)CC1 | 6 | 0.0 | 1 | -2 | 6 | 4 | -8 | 0.1
C[C@@H]1CN([C@H](C)CO)C(=O)c2cc(/C=C/c3ccccc3)cnc2O[C@@H]1CN(C)S(=O)(=O)c1ccccc1 | 4 | -0.2 | -8 | -3 | 0 | 24 | 2 | -1.3
CC(=O)c1ccc(OC2OCCOC2Oc2ccc(C(C)=O)cc2)cc1 (stereo unspecified) | nt | nt | -1 | nt | nt | -25 | -1 | 0.0
C[C@@H]1CN([C@@H](C)CO)C(=O)c2cc(C#Cc3ccccc3F)cnc2O[C@H]1CN(C)C(=O)C1CCOCC1 | 5 | 0.1 | -2 | 5 | -8 | 9 | -6 | -0.8
C[C@H]1CN([C@@H](C)CO)C(=O)c2cccc(NS(=O)(=O)c3ccc(F)cc3)c2O[C@H]1CN(C)C(=O)Nc1ccc(C(F)(F)F)cc1 | 0 | -0.1 | 1 | nt | 3 | 19 | 1 | -0.6
CO[C@H]1CN(C)C(=O)c2cc(NC(=O)C3CCC3)ccc2OC[C@@H](C)N(C(=O)CN(C)C)C[C@H]1C | 3 | -0.1 | -4 | -6 | 0 | 4 | -1 | -0.1
OC[C@@H]1[C@H](c2ccc(-c3cccnc3)cc2)[C@H]2CN(Cc3ccccn3)CCCCN12 | -4 | 0.1 | -2 | -4 | -5 | -9 | -1 | 0.0
O=C(Cc1ccccn1)NCC[C@H]1CC[C@H](NS(=O)(=O)c2ccc(Cl)cc2)[C@H](CO)O1 | -3 | 0.3 | -2 | 10 | -10 | -16 | 9 | 0.3
COc1cc(OC)cc(C(=O)N[C@@H](CCSC)c2nc3ccccc3[nH]2)c1 | 2 | 4.8 | 11 | -6 | 4 | 1 | -8 | 0.1

Three of these compounds in another layout:
canonical_smiles,esBAF inh,E-selectin induc,EWS-Fli block,FN deposit inh,RAD54 branch,RAD52 anneal inh,S100A4 MyoIIA,Xi reactivation
CO[C@H]1CN(C)C(=O)c2cc(NC(=O)C3CCC3)ccc2OC[C@@H](C)N(C(=O)CN(C)C)C[C@H]1C,3,-0.1,-4,-6,0,4,-1,-0.1
C[C@@H]1CN([C@@H](C)CO)C(=O)c2cc(C#Cc3ccccc3F)cnc2O[C@H]1CN(C)C(=O)C1CCOCC1,5,0.1,-2,5,-8,9,-6,-0.8
C[C@H]1CN([C@@H](C)CO)C(=O)c2cccc(NS(=O)(=O)c3ccc(F)cc3)c2O[C@H]1CN(C)C(=O)Nc1ccc(C(F)(F)F)cc1,0,-0.1,1,nt,3,19,1,-0.6

Further structures.
SMILES | esBAF inh | E-selectin induc | EWS-Fli block | FN deposit inh | RAD54 branch | RAD52 anneal inh | S100A4 MyoIIA | Xi reactivation
Cc1cccc(C)c1NC(=O)CN(C)C(=O)c1cc(S(=O)(=O)N(C)C)ccc1N1CCCC1 | 4 | 0.6 | 0 | 1 | 4 | -13 | 4 | 2.4
C[C@H]1CCCCO[C@@H](CN(C)C(=O)CCCN(C)C)[C@@H](C)CN([C@@H](C)CO)C(=O)c2cc(NC(=O)CCC(F)(F)F)ccc2O1 | 4 | 1.1 | -7 | nt | -4 | 3 | -2 | -1.3
O=C(CN1C(=O)NC2(CCc3ccccc32)C1=O)NCC(F)(F)F (stereo unspecified) | 0 | nt | 0 | -2 | 7 | 7 | 2 | 0.0
CCCNC(=O)C1(C)CCN(C(=O)c2sccc2C)C1 (stereo unspecified) | -3 | -0.4 | 0 | 6 | -5 | -7 | -2 | -0.1
Cc1noc(C)c1S(=O)(=O)Nc1ccc2c(c1)C(=O)N([C@@H](C)CO)C[C@H](C)[C@@H](CN(C)Cc1ccc(Cl)c(Cl)c1)OCCCC[C@H](C)O2 | nt | -0.2 | -6 | nt | nt | 30 | -6 | 0.0
NC(=O)CSc1nnc(-c2ccccc2F)n1C1CC1 | -2 | -0.1 | -7 | -3 | -23 | -4 | -4 | 0.5
Cc1ccc(C2SCC(=O)N2c2ccccc2)cc1 (stereo unspecified) | 5 | nt | -23 | -14 | 0 | -9 | 6 | 0.0
COc1ccccc1CCn1cnc(-c2ccccc2F)c1CC(C)C | nt | -0.3 | 16 | 1 | nt | 7 | -1 | 1.5
COc1ccccc1CCNC(=O)C(C)n1nc(C)c2c(C)n(-c3ccccc3)nc2c1=O (stereo unspecified) | -2 | 2.2 | nt | 7 | -10 | -26 | -3 | 0.2
CC1=C2C3OC(=O)C(C)[C@@H]3CC[C@](C)(O)C2C2C3C4C5(C12)[C@H]1OC(=O)[C@@H](C)C1CC[C@]4(C)O[C@]5(C)[C@@H]3O (stereo partly specified) | nt | 0.7 | 10 | -3 | nt | -15 | -13 | 0.0
COc1ccc(CNC(=O)Nc2ccccc2)cc1 | 29 | nt | -81 | 3 | 10 | -16 | 3 | 0.0
COCC(=O)Nc1ccc2c(c1)C(=O)N(C)[C@H]1CC[C@H](CC(=O)NCC(F)(F)F)O[C@@H]1CO2 | -4 | 0.3 | -3 | -10 | -7 | -1 | 3 | 0.3
CN(C)C(=O)c1cccc(-c2ccc([C@@H]3[C@@H](CO)N(C(=O)C4CCCCC4)[C@H]3C#N)cc2)c1 | 9 | 0.9 | -3 | 0 | 5 | -11 | -5 | 0.0
O=C1NCCNC(=O)c2ccccc2OCCOc2ccccc21 | nt | nt | 10 | -11 | nt | -7 | 1 | 0.0
O=C(c1ccccc1)c1coc2ccc(O)c(Cl)c12 | ? | nt | -21 | nt | 3 | -2 | 7 | nt
CCOc1cccc(OCCn2cnc3ccccc3c2=O)c1 | 15 | nt | -33 | 3 | 3 | -13 | 1 | 0.1
O=C(c1ccc2c(=O)n(CCc3ccccc3)c(=O)[nH]c2c1)N1CCN(c2ccc(F)cc2)CC1 | 14 | nt | 35 | -6 | 8 | 3 | 6 | 0.2
CC(C)(C)n1nnnc1C(c1ccccc1F)N(Cc1ccco1)CC1CCCO1 (stereo unspecified) | -9 | nt | 10 | nt | -1 | -30 | -10 | nt
